# Tb PYK inh = blocks Trypanosoma brucei pyruvate kinase; Q57TT1; TbPYK enzyme, Kinase-Glo Plus ATP luminescence, 45 min; Potency, µM (doses to about 76.8 µM), for inactives: top-dose activity, negative = inhibition, most hits filed as inhibitors; 410,000 compounds, 0.12% hits; also: potency is read from the fitted curve at half-maximal effect; % is scaled to controls: 0 for no effect and ±100 for the full control effect; nearly all actives have a fitted effect of over 50% in size
#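 Enzyme and substrate buffer are dispensed first and compound is pin-transferred. ADP at 130 uM final then starts the reaction, which runs 45 min at room temperature. Detection reagent is added for 10 min before luminescence is imaged.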
# Pf growth 48h = inhibits P. falciparum growth in the first generation, 48 h; 310,000 compounds, 5.9% hits; Potency, µM (titrated, usually from 28.7 µM), for the others: top-dose activity change, negative = inhibition, most hits filed as inhibitors; P. falciparum luciferase growth in erythrocytes, 48 h; AID 504832; also: potency is read from the fitted curve at half-maximal effect; % is scaled to controls: 0 for no effect and ±100 for the full control effect
#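 A one-generation exposure of luciferase-tagged malaria parasites in RPMI 1640/Albumax erythrocyte culture, 37 C and 5% CO2. Inhibition is inferred from decreased luminescence after adding detection reagent.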
# AmpC no deterg = inhibitors of E. coli AmpC beta-lactamase without detergent. P00811. AmpC nitrocefin hydrolysis, absorbance 480 nm, 0.0001% Triton. Potency, µM (highest dose often 57.1 µM), without a hit: top-dose activity change, negative = inhibition, most hits filed as inhibitors. 330,000 compounds, 0.52% hits. AID 485341;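 also: potency is read from the fitted curve at half-maximal effect; plate controls were no compound for no effect and no enzyme for full effect; nearly all actives have a fitted effect of over 20% in size; some results filed as inactive show a strong effect at the top dose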
# Target sequence (P00811 whole entry, looked up): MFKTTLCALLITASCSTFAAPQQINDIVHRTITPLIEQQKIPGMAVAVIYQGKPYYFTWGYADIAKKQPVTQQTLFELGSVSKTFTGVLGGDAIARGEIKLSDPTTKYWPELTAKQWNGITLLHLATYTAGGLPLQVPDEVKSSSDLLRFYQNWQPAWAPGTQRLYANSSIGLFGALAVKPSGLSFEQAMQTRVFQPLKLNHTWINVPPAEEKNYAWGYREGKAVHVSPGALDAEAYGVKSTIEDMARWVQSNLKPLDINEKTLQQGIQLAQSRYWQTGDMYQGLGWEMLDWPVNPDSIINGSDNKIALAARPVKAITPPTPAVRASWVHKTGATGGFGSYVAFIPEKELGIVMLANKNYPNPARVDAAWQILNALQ
#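 20 mM phosphate pH 7.0 + 0.01% (detergent screen) or 0.0001% Triton X-100; 5.3 nM AmpC reagent; cpd preinc 15 min RT; nitrocefin (800 uM stock) to start; A480 q20 s × 4 min; Activity was normalised to no-enzyme and no-compound control wells.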
# Pf growth 96h = P. falciparum growth inhibition at 96 hours. P. falciparum luciferase reporter growth, 96 h. Potency, µM (doses to about 28.7 µM), inactives show at the top dose activity change, negative = inhibition, most hits filed as inhibitors. 320,000 compounds, 6.9% hits. AID 504834; also: potency is read from the fitted curve at half-maximal effect; % is scaled to controls: 0 for no effect and ±100 for the full control effect
#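 Two-generation exposure (96 h) targets delayed-death phenotype. Reporter parasites carrying integrated firefly luciferase, in red cells at 2% hematocrit and 0.05% parasitemia final, kept at 37 C, 5% CO2; luminescence loss indicates inhibition.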
# LmPK inh = inhibitors of Leishmania mexicana pyruvate kinase | purified LmPK, Kinase-Glo ATP luminescence, 1 h | Q27686 | 290,000 compounds, 0.37% hits | AID 1721 | Potency, µM (doses to about 57.5 µM), without a hit: at the highest dose activity change, negative = inhibition, actives largely listed as inhibitors; also: potency is read from the fitted curve at half-maximal effect; % is scaled to controls: 0 for no effect and ±100 for the full control effect
# Target sequence (Q27686 whole entry, looked up): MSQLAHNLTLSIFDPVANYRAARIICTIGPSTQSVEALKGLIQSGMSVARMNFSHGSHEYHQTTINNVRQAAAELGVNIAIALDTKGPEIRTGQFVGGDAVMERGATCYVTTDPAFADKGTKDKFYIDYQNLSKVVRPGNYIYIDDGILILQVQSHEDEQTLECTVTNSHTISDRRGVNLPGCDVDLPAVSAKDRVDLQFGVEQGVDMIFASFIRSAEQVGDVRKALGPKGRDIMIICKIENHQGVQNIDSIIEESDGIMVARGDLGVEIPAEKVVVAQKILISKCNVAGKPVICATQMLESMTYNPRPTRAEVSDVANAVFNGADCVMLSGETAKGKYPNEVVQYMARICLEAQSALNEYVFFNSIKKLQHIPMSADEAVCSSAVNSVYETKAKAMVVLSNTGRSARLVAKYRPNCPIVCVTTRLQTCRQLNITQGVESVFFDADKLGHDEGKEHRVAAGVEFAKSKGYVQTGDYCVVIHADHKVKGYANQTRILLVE
#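 Screened at intermediate enzyme activity to detect both inhibitors and activators: LmPK at 0.1 nM, with a 0.5 nM enzyme column as activation reference. PEP 0.5 mM, ADP 0.1 mM; ATP detected by luminescence after 1 h.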
# Shiga inhibitor = inhibitors of Shiga toxin in Vero cells; Vero cells, Shiga toxin protein synthesis inhibition reporter; inhibition, % at 38.7 µM; 290,000 compounds, 9.2% hits; in the data active = inhibition mostly above about 28%, no sharp cut-off; inactive = mostly below about 43%; also: 0% is about no effect
# Cycloheximide cs = affects cycloheximide protein synthesis inhibition readout, counter-screen; cell reporter, cycloheximide protein synthesis inhibition counterscreen; max response, %; 300,000 compounds, 12% hits; in the data active = max response mostly above about 13%, no sharp cut-off; inactive = mostly below about 14%; also: read at 38.3 µM for the half of the compounds with a filed dose; 0% is about no effect
# * marks the source's active call; other numbers are inactive results; ? = inconclusive; . = not tested or not shown; & = joins results of further samples; [ ] = remark or other dose. Unless noted, calls follow the shape of the dose curve; as a rule, active = well fitted curve in the direction sought with a large enough effect; inconclusive = small, poorly fitted or top-dose-only effect, or another doubt; inactive = no such curve, though single readings can be large; an effect the other way counts as inactive or inconclusive.
SMILES,Tb PYK inh,Pf growth 48h,AmpC no deterg,Pf growth 96h,LmPK inh,Shiga inhibitor,Cycloheximide cs
N/C(=N\[N+](=O)[O-])N/N=C/c1ccc(O)cc1,1.0%,9.6%,-22.6%,103.1%[activator],-16.6%,-4.4,-1.8
COc1ccc(CN2C(=O)C(Cc3ccccc3)Nc3ncnc(N4CCc5ccccc5C4)c32)cc1 (stereo not drawn),.,7.38µM*,-10.1%,5.22µM*,.,.,.
NC(=O)C1=C[C@H](c2ccccc2)C[C@H](OCc2ccc(CO)cc2)O1,-1.0%,20.9%,6.8%,53.6%[activator],6.8%,27.4*,36.1*
CCc1ccc(NC(=O)CCCN2C(=S)NC(C)(C)CC2C)cc1 (stereo not drawn),5.5%,?,10.1%,1.85µM*,2.4%,27.9,-1.1
CSc1ccccc1NC(=O)CSc1nnc(Cc2ccccc2)o1,-9.7%,15.7%,-8.0%,0.8%,-5.2%,-2.7,-1.8
Cc1ccc(OCCNC(=O)Cc2ccc(S(=O)(=O)N3CCOCC3)s2)cc1,-0.5%,?,41.7%,-73.6%,0.0%,-7.8,0.6
NS(=O)(=O)c1ccc(Cl)cc1[N+](=O)[O-],1.8%,28.4%,-24.1%,5.4%,-0.4%,-3.1,-6.2
CC(C)(C)NC(=O)CN(C(=O)CCC(=O)Nc1nccs1)c1ccc(F)c(Cl)c1,4.7%,-20.4%,26.2%,3.4%,1.1%,-5.2,-0.7
CCOC(=O)c1c(N)sc(N)c1C(=O)OCC,?,?,-9.7%,-5.4%,-2.5%,-6.7,-0.4
COc1cccc(C(=O)N/N=C/c2ccc(Oc3ccc([N+](=O)[O-])cn3)c(OC)c2)c1,-6.4%,4.1%,-39.4%,-1.7%,1.9%,41.6,16.0

# Entries of single compounds as entered above. Order of screens: Tb PYK inh	Pf growth 48h	AmpC no deterg	Pf growth 96h	LmPK inh	Shiga inhibitor	Cycloheximide cs
# Profile of `CCOC(=O)c1c(N)sc(N)c1C(=O)OCC` → ?	?	-9.7%	-5.4%	-2.5%	-6.7	-0.4
# Profile of `N/C(=N\[N+](=O)[O-])N/N=C/c1ccc(O)cc1` → 1.0%	9.6%	-22.6%	103.1%[activator]	-16.6%	-4.4	-1.8
# Profile of `COc1cccc(C(=O)N/N=C/c2ccc(Oc3ccc([N+](=O)[O-])cn3)c(OC)c2)c1` → -6.4%	4.1%	-39.4%	-1.7%	1.9%	41.6	16.0
# Profile of `CC(C)(C)NC(=O)CN(C(=O)CCC(=O)Nc1nccs1)c1ccc(F)c(Cl)c1` → 4.7%	-20.4%	26.2%	3.4%	1.1%	-5.2	-0.7

# The main list resumes; the two compounds before the break are reprinted first.
SMILES,Tb PYK inh,Pf growth 48h,AmpC no deterg,Pf growth 96h,LmPK inh,Shiga inhibitor,Cycloheximide cs
CCOC(=O)c1c(N)sc(N)c1C(=O)OCC,?,?,-9.7%,-5.4%,-2.5%,-6.7,-0.4
COc1cccc(C(=O)N/N=C/c2ccc(Oc3ccc([N+](=O)[O-])cn3)c(OC)c2)c1,-6.4%,4.1%,-39.4%,-1.7%,1.9%,41.6,16.0
Cc1cccc(/C=N/NC(=O)c2cc(-c3cccnc3)nc3c2c(C)nn3-c2ccccc2)c1,6.2%,?,-39.8%,?,1.7%,-4.1,-2.5
COCc1c(C(=O)OCC(=O)c2c(N)n(CC(C)C)c(=O)n(C)c2=O)oc2ccccc12,-1.5%,?,115.8%[activator],?,1.0%,-3.3,-1.2
COc1ccc(NS(=O)(=O)c2ccc(N3CCOCC3)c(NC(=O)c3ccc(F)cc3)c2)cc1,3.8%,-29.8%,-49.1%,?,0.2%,-18.3,-0.7
Cc1nn(-c2ccccc2)c(Cl)c1C(=O)Nc1nnc(C2CCCC2)s1,0.4%,-2.3%,8.4%,.,2.9%,7.4,3.2
CC(C)(C)NC(=O)COC(=O)c1ccccc1Oc1ccccc1,-3.7%,-6.8%,3.2%,-6.1%,-1.6%,16.8,14.1
Brc1ccccc1/C=N/Nc1ccc2ccccc2n1,0.2%,214.5%[activator],-44.3%,?,-6.3%,65.5*,44.5*
CN(C)C(=O)C(Sc1ccc(S(=O)(=O)N2CCCC2)cn1)c1ccccc1 (stereo not drawn),?,14.7µM*,9.7%,?,.,.,.
CCCCOP(=O)(c1ccc(N(C)C)cc1)C(O)c1ccncc1 (stereo not drawn),-1.6%,.,1.8%,-19.0%,1.0%,-10.7,-4.8
Cc1cc(Nc2nc3ccccc3nc2Cl)n(-c2ccc([N+](=O)[O-])cc2)n1,1.3%,.,-11.4%,1.04µM*,12.9%,-16.8,1.3
O=C(NCc1ccccc1)c1ccc(NC2=NC3CS(=O)(=O)CC3S2)cc1 (stereo not drawn),3.7%,8.5%,-6.7%,?,-1.0%,-2.7,-3.9
CC(=O)Nc1ccccc1OC(=O)N(C)C,-4.1%,12.6%,-14.4%,.,3.2%,-6.5,-4.8
COc1ccc(CN2CCN(C(=O)CC(C)C)CC2)cc1OC,-8.5%,4.1%,7.0%,147.9%[activator],-0.6%,8.5,-6.4
N#CC1=C(N)Oc2n[nH]c(-c3ccncc3)c2C1c1ccsc1 (stereo not drawn),-2.2%,18.1%,?,1.8%,-2.4%,3.7,-0.5
CC(=O)Nc1ccc(N2C(=O)CC(Sc3nc(C)cc(C)n3)C2=O)cc1 (stereo not drawn),4.0%,.,-21.7%,10.5%,2.7%,3.1,1.2
Nc1ccc2c(c1Cl)C(=O)c1ccc(N)c(Cl)c1C2=O,-10.9%,102.9%[activator],-49.8%,122.0%[activator],?,70.0*,33.8*
COCCN(Cc1cc2cc(C)ccc2[nH]c1=O)S(=O)(=O)c1ccc(Cl)cc1,0.1%,-11.3%,7.8%,7.1%,1.1%,-2.6,-1.1
CCOC(=O)N1CCN(c2ncc(C(F)(F)F)cc2Cl)CC1,2.4%,-8.3%,104.3%[activator],7.4%,1.9%,13.4,4.0
Cc1ccc(CSc2nnc(CCNC(=O)OC(C)(C)C)o2)cc1,-6.1%&1.5%,?,46.5%,?,0.5%,8.7,1.0
COc1cc2c(cc1OC)C(C(=O)NCc1ccco1)C1c3ccccc3CCN1C2=O (stereo not drawn),1.9%,-12.8%,-8.3%,3.29µM*,1.9%,-23.5,-2.1
NC(=O)Nc1ccc(C(=O)OCC(=O)NCc2ccc3c(c2)OCO3)cc1,3.2%,?,-15.0%,-20.3%,.,.,.
CCN(CC)CCCNS(=O)(=O)c1ccc(OC)cc1,3.5%,-0.6%,-5.9%,.,0.6%,-4.7,-2.9
CC(=O)c1c(C(C)=O)c(C)n(Cc2ccccc2)c1C,0.5%,-25.7%,-2.7%,.,-2.5%,1.1,-3.1
CC(=O)N1CCN(C(=O)C(Cc2ccccc2)NC(=O)c2ccccc2)CC1 (stereo not drawn),2.4%,-23.1%,-10.0%,-27.3%,.,.,.
CCCCSc1nnc(-c2ccc(NC(=O)CCc3ccccc3)cc2)n1C,-0.5%,?,-14.1%,11.7µM*,-7.4%,-9.8,-2.2
COc1cc(C2C(C#N)=C(N)Oc3cc(C)n(CCc4ccccc4)c(=O)c32)cc2c1OCO2 (stereo not drawn),3.1%,?,-16.3%,0.3%,1.0%,19.1,-2.2
CCOc1ccc(NC(=O)c2cccc3c2C(=O)N(CC2CCCO2)C3)cc1 (stereo not drawn),-1.2%,-3.7%,8.8%,?,-4.9%,11.4,8.0
CNC(=S)N1N=C(c2ccccc2)CC1c1ccc(OC)c(OC)c1 (stereo not drawn),-13.7%,-17.9%,50.5%,-14.2%,4.7%,-10.2,-1.5
CCC(C)NC(=O)CN(c1ccc(OC)cc1)S(=O)(=O)c1ccc(NC(C)=O)cc1 (stereo not drawn),-7.2%,?,-0.7%,6.57µM*,-0.8%,6.5,-4.6
Cc1ccc(S(=O)(=O)N2CCN(C(=O)COC(=O)c3c(C)cc(C)cc3C)CC2)c(C)c1,6.9%,14.7µM*,-1.3%,?,.,.,.
COc1ccc(N2CCN(S(=O)(=O)c3ccc(C(=O)NCc4ccco4)cc3)CC2)cc1,-3.0%,?,-17.3%,.,-3.0%,-3.2,-1.2
CCc1nnc(NC(=O)c2cccc(OC)c2)s1,3.4%,224.1%[activator],?,?,-11.7%,64.7*,42.5*
Cn1c(CNC(=O)c2ccco2)nnc1SCC(=O)Nc1ccc(Br)cc1F,3.0%,4.0%,-9.6%,?,1.4%,-7.9,-3.5
COc1ccc(CNC(=O)C(c2ccc(C)o2)N(C(=O)c2snc(C(N)=O)c2N)c2ccccc2OC)cc1 (stereo not drawn),28.0%,?,18.3%,60.2%[activator],6.6%,17.7,5.2
COc1ccc(C2OCC3(CO2)SC(=O)NC3=O)cc1OC (stereo not drawn),-0.3%,13.5%,-16.4%,-42.5%,4.1%,-12.5,1.7
N=c1n(CCN2CCCCC2)c2ccccc2n1CC(=O)c1cccs1,3.9%,11.7µM*,-5.0%,10.4µM*,2.1%,-11.2,-3.1
COc1ccc(NC(=O)NCc2cccnc2)c(OC)c1,3.5%,-8.3%,-11.8%,46.3%[activator],-9.8%,-9.2,1.0
O=C(NCc1ccccc1)c1c[nH]c2ccc(F)cc2c1=O,-1.1%,?,-11.1%,?,-2.9%,-22.2,-2.4
O=C(OCC(=O)N1CCOCC1)c1ccc2ccccc2c1O,-0.3%,.,1.9%,.,.,.,.
COc1ccc(OC)c(NC(=O)c2cc(S(=O)(=O)N3CCCCC3)c[nH]2)c1,1.3%,0.4%,-28.0%,28.4%,-5.0%,-2.5,-0.7
Cc1cc(C)nc(/N=c2/ssnc2Cl)c1,-24.8%,-25.9%,-19.6%,7.5%,4.0%,-5.9,-3.1
CCOC(=O)CCNc1n[nH]c(=O)[nH]c1=O,-6.1%,5.7%,-6.6%,-0.2%,-4.9%,-6.0,-1.7
CCCCOc1ccc(C2(C)NC(=O)NC2=O)cc1 (stereo not drawn),-20.0%,7.8%,-12.8%,-2.7%,-1.3%,10.2,-0.8
CCOc1ccc(CCNC(=O)c2sc3nc4n(c(=O)c3c2C)CCC4)cc1OCC,1.0%,?,95.8%[activator],0.0%,-5.6%,-3.2,-1.2
Cc1ccc(NC2=NCCCCC2)cc1,1.6%,.,-19.9%,-4.4%,9.9%,-5.3,-3.4
Cc1cc(/C=C(\C#N)c2nc3ccccc3[nH]2)c(C)n1C,-7.0%,-22.0%,-15.6%,-99.0%,-5.9%,67.1*,23.4*
CC1(C)CC(=O)C2=C(C1)N(Cc1ccco1)C(=O)C2(NC(=O)c1ccc(Cl)cc1Cl)C(F)(F)F (stereo not drawn),-7.1%,?,0.9%,19.8%,-1.7%,18.6,-0.8
COc1ccccc1C(=O)n1nc(-c2ccco2)nc1SC,-3.7%,9.9%,-18.6%,-17.6%,-1.8%,-10.4,5.5
Cc1ccc(CNC(=O)C2CC(c3cccc([N+](=O)[O-])c3)=NO2)cc1 (stereo not drawn),-3.0%,2.62µM*,-3.8%,42.3%[activator],1.0%,12.7,12.9

# Bioassay records as filed in PubChem.

# No enrichment for hits (roughly 22% active in at least one column).
